hIAP inh: human IAP inhibition | P09923 | purified IAP, CDP-Star luminescence, 30 min | inhibition, % at 10 µM | actives 0.12% (n = 330,000);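 active means inhibition reaching a set limit with compound at 10 µM in the primary screen, cut at about 35% in these data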;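 further: plate controls were DMSO wells with enzyme for no effect and no-enzyme buffer wells for full effect; values of inactives mirror those of a sister screen read the other way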
PfGluPho inh: PfG6PD (Plasmodium falciparum) enzyme inhibition; PfGluPho enzyme, NADPH resazurin-diaphorase fluorescence; inhibition, % at 20 µM; actives 0.78% (n = 350,000); AID 504690;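 active means inhibition reaching at least a set limit at 20 µM in the primary screen, cut at about 59% in these data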;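 further: 0% = DMSO wells with substrate and 100% = DMSO wells lacking glucose-6-phosphate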
ATG4B inhibitor: ATG4B (human) cysteine protease inhibition. ATG4B cleavage of LC3-PLA2, NBD-HPC fluorescence, 1 h. inhibition, % at 8.33 µM. actives 0.51% (n = 340,000); in the data active means inhibition above about 40%
Target sequence (Q9Y4P1 whole entry, looked up): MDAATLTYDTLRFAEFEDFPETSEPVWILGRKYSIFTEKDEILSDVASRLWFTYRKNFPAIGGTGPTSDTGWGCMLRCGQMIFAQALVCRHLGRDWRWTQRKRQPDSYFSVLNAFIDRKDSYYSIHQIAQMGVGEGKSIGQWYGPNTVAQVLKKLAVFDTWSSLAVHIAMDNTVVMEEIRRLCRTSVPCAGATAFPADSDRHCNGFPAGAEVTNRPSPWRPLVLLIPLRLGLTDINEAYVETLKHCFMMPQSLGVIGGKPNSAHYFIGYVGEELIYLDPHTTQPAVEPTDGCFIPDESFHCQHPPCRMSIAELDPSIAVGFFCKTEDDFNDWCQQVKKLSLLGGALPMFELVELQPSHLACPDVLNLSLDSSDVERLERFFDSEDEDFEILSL
mIAP activ: increases mouse intestinal alkaline phosphatase activity; muIAP, CDP-Star luminescence, 30 min; active compounds read high; 1 = vehicle-only enzyme signal, 0 = enzyme-free wells; activation factor at 10 µM; actives 0.24% (n = 330,000); AID 2805;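 active means activation factor of at least 2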; further: the source names both 10 and 20 µM as test concentration; values of inactives mirror those of a sister screen read the other way
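System: mouse IAP enzyme. Reagent: CDP-Star chemiluminescent phosphatase substrate. Benchmarks: DMSO wells, no-enzyme wells. Times: 30 min enzyme-substrate-compound incubation at room temperature. Detection: luminescence from enzymatic CDP-Star hydrolysis. Doses: test compounds delivered from DMSO solution.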
A3A deaminase: human APOBEC3A DNA deaminase inhibition. P31941. recombinant A3A, FAM/TAMRA ssDNA deamination fluorescence. AID 493011. actives 0.41% (n = 330,000). inhibition, % at 20 µM;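 active means at least 40% inhibition at 20 µM here, with at most 30% in a related deaminase screen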;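 further: plate controls were A3A with DMSO for no effect and wells lacking A3A enzyme for full effect; some results filed as inactive read as strong as hits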
Target sequence (P31941 whole entry, looked up): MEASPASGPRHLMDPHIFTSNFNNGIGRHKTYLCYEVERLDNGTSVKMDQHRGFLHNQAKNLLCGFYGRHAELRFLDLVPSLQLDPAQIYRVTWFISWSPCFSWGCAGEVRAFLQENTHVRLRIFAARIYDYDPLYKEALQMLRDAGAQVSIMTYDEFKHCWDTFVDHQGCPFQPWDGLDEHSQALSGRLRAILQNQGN
hIAP activ: increases human intestinal alkaline phosphatase activity | actives 0.16% (n = 330,000) | AID 2524 | activation factor at 10 µM | purified human IAP, CDP-Star luminescence, 30 min; active compounds read high; 1 = vehicle-only enzyme, 0 = enzyme-free background;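 active means activation factor of the enzyme at least 2-fold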; further: the source names both 10 and 20 µM as test concentration; values of inactives mirror those of a sister screen read the other way
HKDC1 inhibitor: inhibitors of human hexokinase HKDC1. Q2TB90. actives 0.16% (n = 340,000). inhibition, % at 20 µM. AID 493160. recombinant HKDC1, G6PDH/diaphorase resazurin coupled fluorescence;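 active means inhibition above about 35% when tested at 20 µM, limit read from the data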;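 further: plate controls were DMSO wells with enzyme for no effect and DMSO wells lacking enzyme for full effect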
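Test system: recombinant HKDC1 (HK5) hexokinase enzyme, produced in-house; Amount: enzyme 5 µg/mL final; Buffer or medium: Tris pH 8.0 buffer with MgCl2, Tween-20, BSA, BME; Reagent: glucose and ATP substrates; Doses: 20 µM test compound, 1% DMSO; Incubation: 90 min reaction incubation at room temperature, dark; Detection: resorufin fluorescence at 613 nm.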
mIAP inh: blocks mouse intestinal alkaline phosphatase | actives 0.2% (n = 330,000) | inhibition, % at 10 µM | purified mouse IAP, CDP-Star luminescence, 30 min | AID 2806;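 active means inhibition of at least 40% at 10 µM in the primary screen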;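 further: plate controls were DMSO with enzyme for no effect and no enzyme wells for full effect; values of inactives mirror those of a sister screen read the other way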
Starred values were filed as active, the others as inactive; x = no result given.

hIAP inh,PfGluPho inh,ATG4B inhibitor,mIAP activ,A3A deaminase,hIAP activ,HKDC1 inhibitor,mIAP inh,structure
-3,-10,3,0.99,0,1,1,1,CCC(C(=O)NC1CCCC1)N(C(=O)Cn1nnc(-c2ccc(C)o2)n1)c1ccc(OC)c(OC)c1 (stereo not given)
-3,-13,-6,1,-1,1,-4,-1,O=C(c1cc(-c2ccncc2)nc2ccccc12)N1CCN(c2ccccn2)CC1
3,-8,-16,1.1,0,0.97,-5,-6,CC(C)CCNC(=O)CCSCCC(=O)NCCC(C)C
-15,1,-2,0.96,-5,1.1,-7,4,CCn1c(SCC(=O)NCc2ccco2)nnc1-c1ccc(N)cc1
4,-1,1,0.98,-6,0.96,3,2,Cc1coc2cc3oc(=O)c(CCC(=O)NCC(=O)O)c(C)c3cc12
9,8,-12,1.1,2,0.91,4,-10,CCOc1ccc(C(=O)N2CCc3cc(OC)c(OC)cc3C2)cc1OCC
-33,-7,1,1.1,-3,1.3,-4,-7,CCCC(=O)Nc1cc(-c2nc3ncccc3o2)ccc1C
14,6,-7,1,-2,0.86,-5,-1,COc1cccc(/C=C/C(=O)OCC(=O)Nc2ccc(Cl)c(S(=O)(=O)N(C)C)c2)c1OC
-13,18,2,1.3,-1,1.1,2,-26,COc1ccc(NC(=O)CC(c2ccccc2)c2ccco2)cc1 (stereo not given)
-17,-21,-10,1.2,-3,1.2,0,-18,CCC(C)C(NC(=O)c1ccccc1NC(=O)c1ccc(OC)cc1)C(=O)NCCCn1ccnc1 (stereo not given)
-3,2,-8,0.99,4,1,-13,0,COc1ccc(Br)cc1/C=C/C(=O)NCC(=O)O
-3,-19,-4,1,-4,1,1,0,CC(C)N(C(=S)NC1CC2CCC1C2)c1ccccc1 (stereo not given)
0,6,-5,1.2,0,1,-6,-23,NS(=O)(=O)c1ccc(CCNC(=O)c2ccc3ccccc3n2)cc1
-30,5,5,0.99,-9,1.3,-6,1,COc1ccc(CCC(=O)Nc2sc(C(=O)N(C)C)c(C)c2C#N)cc1
-17,-7,0,1.1,-6,1.2,13,-14,COC(=O)C1C(O)=C(C=Nc2ccc3ccccc3c2)C(=O)CC1(C)C (stereo not given)
8,-6,0,1.1,2,0.92,-5,-6,Cc1ccccc1NC(=O)CSC1=C(C#N)C(c2ccsc2)CC(=O)N1 (stereo not given)
1,-18,-6,0.92,-3,0.99,2,8,COc1ccc(C)cc1-n1nnnc1SCC(=O)NC1CC1
-21,-3,-14,0.87,1,1.2,-315,13,CC(=O)C1=C(c2ccccc2)N(C(C)=O)n2c(C)nnc2S1
-8,10,0,0.97,-5,1.1,0,3,COc1ccc2cnn(CCOc3cc(C)ccc3C(C)C)c(=O)c2c1OC
8,68*,-10,1.1,-2,0.92,-1,-11,COc1ccc(NC(=O)c2ccc3[nH]c(C)c(C)c3c2)cc1
20,1,-9,0.71,6,0.8,4,29,Cc1cc(C)c2c(c1)/C(=N/Nc1ccc(S(N)(=O)=O)cc1[N+](=O)[O-])CCC2
16,3,-4,1,12,0.84,-4,0,CCSc1nnc(N2C(=O)CC(c3ccsc3)C3=C2CC(C)(C)CC3=O)s1 (stereo not given)
5,-4,-5,1.1,-3,0.95,-6,-12,O=C(c1ccccc1)c1c(O)nc(-c2ccccc2)n(-c2ccccc2)c1=O
-3,-16,2,0.92,-2,1,-3,8,CCOC(=O)N1CCN(C(=O)c2oc(=O)c3ccccc3c2-c2ccc(C)cc2)CC1
-3,-8,-8,1.1,-6,1,-3,-7,CC(Sc1ncc(C(F)(F)F)cc1Cl)C(=O)NCC1CCCO1 (stereo not given)
12,-3,-10,0.97,2,0.88,-15,3,O=C(NNC(=O)c1ccccc1F)c1cccc(Cl)c1
-11,-5,3,0.88,3,1.1,5,12,O=C(CSCc1ccccc1)Nc1ccc(F)cc1F
-7,11,7,0.9,-6,1.1,-6,10,Cc1[nH]c2ccc(-c3nnc(SCC(=O)c4ccccc4F)o3)cc2c1C
5,12,0,0.95,-5,0.95,-1,5,Cc1cc(NC(=O)COC(=O)CCS(=O)(=O)c2ccc(C)c(C)c2)no1
-5,-5,-10,0.99,-4,1,-6,1,CN(C)CCCC(C)(O)C(Cc1ccccc1)c1ccccc1 (stereo not given)
-8,29,-17,0.89,-4,1.1,-3,11,O=C1CCCC(=NNC(=O)c2cc3ccccc3cc2O)C1
4,19,-10,0.96,5,0.96,1,4,O=C1CC(NS(=O)(=O)c2ccc3ccccc3c2)CN1c1ccccc1 (stereo not given)
-22,-10,-2,1.1,-4,1.2,-9,-7,Cn1cc(Br)c(C(=O)NC2CCCCC2)n1
4,-4,-9,0.92,-15,0.96,-7,8,Cc1cc(COc2ccccc2OCCN2CCN(C)CC2)no1
11,4,0,1,2,0.89,-7,-1,CC(C)(C)[C@H]1C=C(C(=O)N2CCOCC2)O[C@@H](OCc2ccc(CO)cc2)C1
-3,5,5,1.2,-4,1,0,-20,CC(C)CC(=O)Nc1ccc2ccccc2c1
6,-19,8,0.99,0,0.94,2,0,Cc1ccc(S(=O)(=O)N(CC(=O)Nc2ccc(Cl)cc2)C(=O)N2CCN(C)CC2)cc1
10,16,-3,0.99,-2,0.9,-9,0,CCOc1ccc(C(=O)Nc2ncccc2Cl)cc1
-9,10,2,0.96,0,1.1,-7,4,COc1ccc(N2CCN(C(=O)CSc3nnc4ncccn34)CC2)cc1
-8,-1,-1,0.87,0,1.1,-7,13,O=C(N/N=C\c1ccccc1F)c1ccc(-c2ccccc2)cc1
-4,10,1,0.94,-5,1,-1,6,CCN1CCN(c2ccc(S(=O)(=O)N3CCOCC3)cc2NC(=O)CCOc2ccccc2)CC1
-8,8,-14,0.91,-2,1.1,-1,9,O=C(CCc1ccncc1)N1CCCC(Nc2ccc(F)cc2)C1 (stereo not given)
-18,9,2,1,0,1.2,-4,-2,O=C(CS(=O)(=O)Cc1ccccc1)Nc1ccc(Br)cc1F
-16,-11,5,1,-4,1.2,-6,0,COCC1CCCCN1C(=O)c1ccc(OC)c(OC2CCN(C(C)C)CC2)c1 (stereo not given)
8,-5,4,1,1,0.92,-1,-1,CN(Cc1cccc(F)c1)C(=O)c1cc(S(=O)(=O)N2CCOCC2)ccc1N1CCCC1
11,10,-11,1,-2,0.89,2,-4,COc1ccccc1C(OC(=O)c1ccco1)C(=O)NC(C)(C)C (stereo not given)
14,10,-5,0.99,-4,0.86,6,0,Cc1ccccc1C(=O)Nc1ccc(Br)c(C)n1
6,-12,-11,0.95,-2,0.94,-10,4,CC(=O)N1CCN(c2ccccc2NC(=O)c2cccc3c(Cl)cccc23)CC1
-2,7,-11,1.1,-2,1,-1,-8,CC(=O)c1ccc(OCC(=O)N2CCN(S(=O)(=O)c3ccc(C)cc3C)CC2)cc1
-2,0,-7,0.95,0,1,1,5,COc1cc(S(=O)(=O)NCCN2CCOCC2)c(OC)cc1Cl
-3,4,4,1,4,1,-2,0,Cc1cccc2sc(N(CCCN(C)C)C(=O)COc3ccc(Cl)cc3)nc12
1,-3,-3,1.1,3,0.99,-3,-9,COc1cccc(-c2c(NC(C)=O)n(C)c3ccccc3c2=O)c1
8,-28,1,0.89,-2,0.92,-6,11,CCOC(=O)C(=N/O)/C(C)=N/NC(=O)C(=O)Nc1cc(Cl)ccc1Cl
-2,x,x,1,-3,1,x,-2,Cc1ccc2c(c1)-n1c(nc3cc(F)ccc3c1=O)C(Cc1ccccc1)NC2=O (stereo not given)
-6,1,-8,0.98,-1,1.1,-6,2,C/C=C(\NC(C)=O)c1ccccc1
-7,-8,2,0.89,-1,1.1,0,11,Cc1ccc(Cc2cnc(N3C(=N)SC(C)C3=O)s2)cc1 (stereo not given)
-6,-2,-6,1.1,-3,1.1,0,-10,CCC(c1nnnn1CCC(C)C)N1CCC(C(N)=O)CC1 (stereo not given)
-8,5,-4,0.92,-2,1.1,3,8,Cc1ccc(NC(=O)C(C)Sc2nnc(-c3cccnc3)o2)cc1 (stereo not given)
-9,6,3,0.98,-2,1.1,1,2,CCSc1ccc2c(c1)N(CCCN1CCN(C)CC1)c1ccccc1S2
-14,-6,-1,1.1,-5,1.1,-6,-10,O=C(NCc1ccco1)C1CCN(S(=O)(=O)Cc2ccccc2)CC1

One compound at a time (already shown). Values in the order: hIAP inh	PfGluPho inh	ATG4B inhibitor	mIAP activ	A3A deaminase	hIAP activ	HKDC1 inhibitor	mIAP inh
CCOC(=O)C(=N/O)/C(C)=N/NC(=O)C(=O)Nc1cc(Cl)ccc1Cl reads 8	-28	1	0.89	-2	0.92	-6	11
Cc1cccc2sc(N(CCCN(C)C)C(=O)COc3ccc(Cl)cc3)nc12 reads -3	4	4	1	4	1	-2	0
COc1cc(S(=O)(=O)NCCN2CCOCC2)c(OC)cc1Cl reads -2	0	-7	0.95	0	1	1	5

The list continues:
hIAP inh,PfGluPho inh,ATG4B inhibitor,mIAP activ,A3A deaminase,hIAP activ,HKDC1 inhibitor,mIAP inh,structure
8,-12,-6,0.83,0,0.92,-2,17,CCN(c1ccc(OC)cc1)S(=O)(=O)c1cc(-c2cc(C)no2)ccc1OC
3,-2,-8,0.91,-6,0.97,8,9,COC(=O)c1cc(N2C(=O)C3C4C=CC(CC4)C3C2=O)ccc1Cl (stereo not given)
4,-1,-12,0.98,0,0.96,0,2,CC(=O)Nc1cccc(OCCCNS(=O)(=O)c2ccc(F)cc2)c1
6,42,4,0.73,60,0.94,8,27,O=C(C=C1SCCS1)/C=C/c1ccco1
19,7,1,1,0,0.81,2,0,O=C(c1cc(C2CC2)on1)N1CCN(C(c2ccccc2)c2ccccc2)CC1
25,-15,21,0.96,0,0.75,3,4,COc1ccc(-c2cc(C(F)(F)F)c3c(=O)n(-c4ccccc4)[nH]c3n2)cc1
8,-14,-8,1.1,1,0.93,1,-5,COc1cc2c(cc1OC)C(c1cc3cc(C)ccc3[nH]c1=O)N(C(=O)c1ccco1)CC2 (stereo not given)
39*,-16,2,0.97,0,0.61,7,3,CCn1nc(NS(=O)(=O)c2ccccc2)c2cc3ccc(C)cc3nc21
0,4,-1,1,5,1,1,-3,CC(C)(C)C(=O)C(Cl)C(=O)Nc1ccccc1 (stereo not given)
-1,-11,5,1,-15,1,5,-1,COc1cccc(-n2nnnc2SCC(=O)Nc2nc3c(s2)CCCC3)c1
10,-12,10,1,3,0.9,4,0,COc1ccc(CC(=O)OCC(=O)Nc2cccnc2Cl)cc1OC
0,2,5,1,-3,1,-7,-3,COc1ccc2c(c1)c1nc3n(c(=O)c1n2CC(=O)Nc1ccccc1)CCCS3
11,-13,5,1,2,0.89,3,-3,CC1CC(C)CN(CCCn2c(=S)[nH]c3ccccc3c2=O)C1 (stereo not given)
-13,4,-7,0.96,-2,1.1,-13,4,Cc1cc(Br)ccc1NC(=O)CNC(=O)CN(C)Cc1nc2ccccc2c(=O)[nH]1
0,13,-2,0.87,-1,1,4,13,COc1cc(NC(=O)C2=C(N3CCOCC3)/C(=C\c3ccc(Cl)cc3Cl)CC2)cc(OC)c1OC
-6,-4,6,1.1,-6,1.1,7,-6,CCC1C(=O)NCCN1Cc1nc(-c2ccc(C)s2)oc1C (stereo not given)
4,5,-7,0.98,-2,0.96,1,2,CC1CC(C(F)(F)F)n2nc(C(=O)O)cc2N1 (stereo not given)
-35,-16,3,0.76,-6,1.4,-8,24,Cc1ccc(S(=O)(=O)N2CCC(C(=O)NNC(=O)c3ccccc3O)CC2)cc1

Taken from above:
`Cc1cc(Br)ccc1NC(=O)CNC(=O)CN(C)Cc1nc2ccccc2c(=O)[nH]1` in A3A deaminase = -2
`CC1CC(C(F)(F)F)n2nc(C(=O)O)cc2N1` (stereo not given) in mIAP inh = 2

Hits appear at their usual frequency (roughly 2.4% active in at least one column).
